TTR transcr act = TTR transcription activation, primary screen. SH-SY5Y TTR promoter Gaussia luciferase, luminescence; 100% = recombinant luciferase protein wells. activation, % at 16.7 µM. actives 1.3% (n = 92,000). AID 1117267;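 active = activation above the mean of all tested compounds plus 3 SD, cut at about 9.5% in these data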;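 note: cells exposed to compounds for one day before reading; 0% = median of all test compound wells on the plate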
Starred values were filed as active, the others as inactive. A portion of the library; rates above refer to the full screens.

TTR transcr act	mol
-0.4	Cc1ccc(NC(=O)N(CCCN2CCOCC2)Cc2cccnc2)cc1C
-0.5	Cc1c(Cc2ccccc2)c(=O)oc2c(C)c(OC(C)C(=O)NCC3CCC(C(=O)O)CC3)ccc12 (configuration not stated)
-4.0	CCCCN(C(=O)Cn1nnc2ccccc21)C(C(=O)NCc1ccco1)c1ccncc1 (configuration not stated)
-0.4	Cc1ccc(NC(=O)CC(C)CC2=NS(=O)(=O)c3ccccc3N2)cc1 (configuration not stated)
2.1	CC1CCC(NC(=O)c2cc(S(=O)(=O)N3CCCCC3)c[nH]2)CC1 (configuration not stated)
-1.2	CSc1ccc(CN2CCN(C(C)C)C(CCO)C2)cc1 (configuration not stated)
6.2	COc1ccc2nc(NC(=O)CSc3nc(SC)ns3)sc2c1
-2.0	Cc1csc(-c2coc3cc(O)cc(C)c3c2=O)n1
-1.3	CCOC(=O)C1=C(C)N(C[C@@H]2CC[C@@H](Cc3ccc(-c4ccccc4)cc3)O2)C(=O)NC1c1ccc(Cl)cc1 (some centres not stated)
-0.4	COc1cc(NS(=O)(=O)c2ccc3[nH]c(=O)oc3c2)cc(OC)c1
-0.6	COC(=O)c1ccc(C(=O)OC)c(NC(=S)N2CCN(c3ccccc3F)CC2)c1
7.7	CCCCN(Cc1cccs1)S(=O)(=O)c1csc(C(N)=O)c1
-0.1	Cc1ccc(SC(C)C(=O)Nc2cccc(N(C)S(C)(=O)=O)c2)cc1 (configuration not stated)
2.0	CN(c1ccccc1)S(=O)(=O)c1cccc(NC(=O)CSc2nnc(C3CC3)n2C)c1
-2.2	O=C(O)CN1C(=O)C2(OCCCO2)c2ccccc21

Next structures follow:
TTR transcr act	mol
-1.0	CCCCn1nnnc1C(C1CC1)N1CCN(C/C=C/c2ccccc2)CC1 (configuration not stated)
-0.9	O=C(NCc1ccc(Cl)cc1)C(=O)c1c[nH]c2ccccc12
-0.3	O=C(Nc1ccc2ccccc2n1)c1ccccc1Cl
0.7	CCOc1ccc(C(=O)OC(C)C(=O)N2CCN(Cc3ccccc3)CC2)cc1 (configuration not stated)
-0.2	CC(/C=C1\SC(=S)N(CC(=O)N2CCN(c3ccccc3)CC2)C1=O)=C\c1ccccc1
0.1	COc1cc2c(cc1OC(C)=O)CCCCC2=O
2.0	CCOc1ccc(-c2c(=O)n(OCc3ccccn3)c3ccccc3[n+]2[O-])cc1
0.5	CCOC(=O)C1(Cc2cccc(OC)c2)CCN(Cc2cccc(O)c2)CC1
-1.6	CCNC(=S)N/N=C(\C)c1ccc(N2CCOCC2)cc1
2.3	CSc1nc(NCCCO)c2c3c(sc2n1)CN(C)CC3
-0.5	O=C(c1cccnc1)N1CCc2ccccc2C1
-0.2	COC(=O)c1cc(C)nc(Sc2ccccc2NC(C)=O)n1
-2.3	CC1=NN(c2ccc(C)cc2)C(=O)/C1=C/c1ccc(-c2cc([N+](=O)[O-])ccc2O)o1
4.7	OCc1cn(-c2ccccc2)nc1-c1cccnc1
-0.2	CCn1c(SCC(=O)N/N=C/c2cc(OC)c(O)c(OC)c2)nc2ccccc21

Another view of some results above:
molecule | TTR transcr act
Cc1ccc(SC(C)C(=O)Nc2cccc(N(C)S(C)(=O)=O)c2)cc1 (configuration not stated) | -0.1
CN(c1ccccc1)S(=O)(=O)c1cccc(NC(=O)CSc2nnc(C3CC3)n2C)c1 | 2.0
O=C(O)CN1C(=O)C2(OCCCO2)c2ccccc21 | -2.2
CCCCn1nnnc1C(C1CC1)N1CCN(C/C=C/c2ccccc2)CC1 (configuration not stated) | -1.0
O=C(NCc1ccc(Cl)cc1)C(=O)c1c[nH]c2ccccc12 | -0.9
O=C(Nc1ccc2ccccc2n1)c1ccccc1Cl | -0.3
CCOc1ccc(C(=O)OC(C)C(=O)N2CCN(Cc3ccccc3)CC2)cc1 (configuration not stated) | 0.7
CC(/C=C1\SC(=S)N(CC(=O)N2CCN(c3ccccc3)CC2)C1=O)=C\c1ccccc1 | -0.2
COc1cc2c(cc1OC(C)=O)CCCCC2=O | 0.1
CCOc1ccc(-c2c(=O)n(OCc3ccccn3)c3ccccc3[n+]2[O-])cc1 | 2.0
CCOC(=O)C1(Cc2cccc(OC)c2)CCN(Cc2cccc(O)c2)CC1 | 0.5
CCNC(=S)N/N=C(\C)c1ccc(N2CCOCC2)cc1 | -1.6
CSc1nc(NCCCO)c2c3c(sc2n1)CN(C)CC3 | 2.3
O=C(c1cccnc1)N1CCc2ccccc2C1 | -0.5
COC(=O)c1cc(C)nc(Sc2ccccc2NC(C)=O)n1 | -0.2
CC1=NN(c2ccc(C)cc2)C(=O)/C1=C/c1ccc(-c2cc([N+](=O)[O-])ccc2O)o1 | -2.3

(list continues)
TTR transcr act	mol
-0.9	O=C(NCCc1cccc(F)c1)C1CCC(=O)N(C2CCCCCC2)C1 (configuration not stated)
2.0	CC1CC(C)CN(CCCNC(=O)c2ccc(N3CCCC3=O)cc2)C1 (configuration not stated)
-2.0	NS(=O)(=O)c1ccc(CCn2c(=S)[nH]c3ccccc3c2=O)cc1
-0.8	Cc1ccc(C(C)C)c(OCCNC(=O)c2ccccc2O)c1
6.8	CCOC(=O)c1c(NC(=O)COC(=O)c2c(C)noc2C)sc2c1CCC2
-1.2	O=C(O)C1CC=CCC1C(=O)N1CC=C(c2ccccc2)CC1 (configuration not stated)
1.1	COc1ccc(NC(=O)CCCCCN2C(=O)c3cccc([N+](=O)[O-])c3C2=O)c(OC)c1
-5.0	N#Cc1ccccc1Cn1cc(/C=C/[N+](=O)[O-])c2ccccc21
0.1	O=C(NCCCn1ccnc1)c1noc2c1CCc1ccccc1-2
2.3	COc1ccc(S(=O)(=O)N2CCOCC2)cc1C(=O)NCc1ccccc1CN1CCCC1
-0.1	Cc1oc(-c2ccc3ccccc3c2)nc1CN(C)C(C)c1ccncn1 (configuration not stated)
-0.6	O=C(Cc1cc(=O)[nH]c(=O)[nH]1)NCC1CCCO1 (configuration not stated)
1.5	CN(Cc1ccccc1)C(=O)Cc1ccccc1
3.0	COc1ccc(C2C(C(=O)Nc3ccccn3)=C(C)Nc3ncnn32)c(OC)c1 (configuration not stated)
-1.7	CC(c1ccco1)N(C(=O)c1cccc(S(=O)(=O)N(C)C)c1)c1ccccn1 (configuration not stated)

Continued.
TTR transcr act	mol
2.9	CCOCCCNC(=O)N[C@H](C(=O)OC)C(C)CC (some centres not stated)
0.9	CC(OC(=O)c1ccc(Cl)nc1)C(=O)NC1CCCC1 (configuration not stated)
0.2	COc1ccc(C(=O)NCC(=O)OCc2ccccc2F)cc1
0.9	COC(=O)c1ccccc1NC(=O)c1cc[n+]([O-])cc1
-0.9	CC(C)OCCCNC(=O)CCN1C(=O)COc2ccccc21
1.4	O=C(COC(=O)Cc1ccccc1[N+](=O)[O-])NCc1ccc(Cl)cc1
1.5	O=C1CC(N2CCc3ccccc32)C(=O)N1c1ccccc1 (configuration not stated)
1.2	COc1cc(/C=C2\SC(=O)N(CCNC(=O)c3sc4cc(F)ccc4c3Cl)C2=O)cc(OC)c1OC
0.7	Cc1nn(Cc2ccccc2Cl)c(C)c1NC(=O)NC12CC3CC(CC(C3)C1)C2
1.9	Cc1cc(C(=O)Nc2ccc(Cl)cc2)c(C)n1Cc1cccs1
-0.4	C/C(=N\Nc1cccc2cccnc12)c1ccc(N)cc1
-1.4	O=C(COC(=O)C1=COCCO1)NCc1ccc(F)cc1
0.1	C[C@@H]1CCCN1c1ccc2c(c1)OCCCN(C1CC1)S2(=O)=O
-2.3	CCCCOc1ccc(NC(=O)CSc2cccc3cccnc23)cc1
-0.5	O=C1/C(=C/c2ccco2)SC(=S)N1c1cccnc1

Following part:
TTR transcr act	mol
-1.1	Cc1cccc(C)c1NC1=NCCCCC1
0.7	CC(C)(C)NC(=O)CSc1nnc(-c2c[nH]c3ccccc23)o1
5.3	Nc1nc(N)nc(-c2cc(F)ccc2O)n1
0.0	CC1(C)CCC(C)(C)NC(=S)N1
2.3	CCOc1ccc(-n2c(N)c(C(=O)NCc3cccnc3)sc2=S)cc1
0.5	COc1ccc(C(CC(=O)Nc2ccc(Cl)cc2F)NC(=O)C(F)(F)F)cc1 (configuration not stated)
2.5	O=C(NCC1CCCO1)c1ccc(Cl)c(S(=O)(=O)Nc2ccccc2)c1 (configuration not stated)
-1.8	C=CCN(C(=O)CNC(=O)c1cccs1)C(C(=O)NC(C)(C)C)c1ccccc1 (configuration not stated)
1.6	COc1cccc(NC(=O)Nc2nnc(Cc3ccc(F)cc3)s2)c1
-2.6	C/C(=N\Nc1ccccn1)c1ccc2c(c1)OCO2
-1.0	CC1CCCN(CC(=O)Nc2cc(Cl)ccc2Oc2ccccc2)C1 (configuration not stated)
-0.1	CN(C)c1cccc2c(S(=O)(=O)NC(=O)[C@H]3O[C@@H](n4cnc5c(N)ncnc54)[C@H](O)[C@@H]3O)cccc12
3.5	O=C(O)c1ccc(/C=C2\SC(=Nc3ccccc3)N(c3ccccc3)C2=O)cc1
0.2	O=c1nc2ccccc2c2n1CC(CN1CCN(c3ccccc3F)CC1)N2 (configuration not stated)
0.9	Cc1ccc(CS(=O)Cc2ccc(C(=O)NCc3ccccc3Cl)o2)cc1 (configuration not stated)

Remaining list, next part:
TTR transcr act	mol
1.8	Cc1ccc(S(=O)(=O)N2CCCC2C(=O)OCC(=O)Nc2ccc3c(c2)OCO3)cc1 (configuration not stated)
-0.7	C/C(=N\NC(=O)C(C)Oc1ccc([N+](=O)[O-])cc1)c1ccccn1 (configuration not stated)
1.3	Cc1ccc(OCc2nnc(SCC(=O)O)n2-c2ccccc2)cc1
-0.8	O=C(NC1CCCCC1)c1ccc(Cn2cc(Cl)cn2)cc1
6.3	Cc1cc(C)c(C)c(OCCCCN2CCCCC2)c1
1.8	COc1ccc(C(=O)NNC2=CC(=O)CC(C)(C)C2)cc1
-3.7	CCOC(=O)c1ccccc1N1C(=O)CSC1=S
-1.8	CC(=O)Nc1ccc(/C(C)=N/NC(=O)c2ccc(F)cc2)cc1
1.0	Cc1ccc(NC(=O)c2cc(C(=O)Nc3ccc(C)cc3)n(C)n2)cc1
-0.1	COc1ccc(CN(C)CCCn2ccc(N)nc2=O)cc1OC
-6.3	O=C(Nc1cccc(Cl)c1)Nc1nnc(-c2ccncc2)s1
-1.1	COC(=O)c1ccc(OC)c(CSc2nnc(COc3cccc(C)c3)o2)c1
0.2	CC1=C(C(=O)N(C(C)C)C(C)C)CC(CC(=O)NCCCCc2ccccc2)C(=O)N1CCCN1CCCC1=O (configuration not stated)
-3.0	c1ccc2oc(-c3csc(NCC4CCCO4)n3)cc2c1 (configuration not stated)
1.5	COc1ccc(C(=O)CN2CCN(c3ccc(F)cc3)CC2)cc1OC

(more compounds)
TTR transcr act	mol
0.4	O=C(COc1cccc(C(F)(F)F)c1)Nc1nnc(C2CC2)s1
2.7	Cc1cc(NC(=O)NC(=O)c2ccccc2NC(=O)CN(C)C)ccc1Oc1ncc(Br)cn1
-0.2	O=C(Nc1ccc2oc(-c3ccncc3)nc2c1)c1ccccc1F
0.8	O=C(CCN1C(=O)NC2(CCCC2)C1=O)Nc1ccc(-c2nc3ccccc3s2)cc1
-3.3	Cc1ccc([C@H]2C(C(=O)O)=CC[C@@H](c3ccc(Cl)cc3)N2S(=O)(=O)c2ccc(C)cc2)cc1
0.3	COc1ccc(-c2c(C)nn3c(N4CCC(C(=O)N5CCCCC5)CC4)cc(C)nc23)cc1OC
3.3	CN(C)C(CNC(=O)CCOc1ccccc1)c1ccco1 (configuration not stated)
1.1	CC(C)COC(=O)n1c(SCC(N)=O)nc2ccccc21
-3.0	COCc1cc(C)nc(N2CCN(Cc3ccccc3)CC2)c1C#N
6.2	Cc1nnc(SCC(=O)N(CCC#N)c2ccc3c(c2)OCCO3)s1
0.0	O=C(NN=C1CCN(Cc2ccccc2)CC1)c1ccccc1
0.5	Cc1nc(N2CCOCC2)sc1C=O
-1.1	COc1ccc(/C=N/OCC(=O)N(Cc2ccccc2)c2ccccc2C(=O)O)cc1
0.3	CCOc1ccccc1NC(=O)CSc1nnnn1-c1ccccc1
0.0	COC(=O)c1ccc(S(=O)(=O)c2ccc(Cl)cc2)c(N)c1

(list continues)
TTR transcr act	mol
-0.8	CC(=O)c1sc(Nc2ccccc2)nc1C
-0.8	CN1CCC(N(C)C(=S)Nc2ccc(SC(F)F)cc2)CC1
-1.8	COc1ccccc1-n1cn[nH]c1=S
1.1	Cc1ccc(/C=C2\SC(=S)N(CC(=O)Nc3ncc(Cc4ccccc4Cl)s3)C2=O)cc1
-1.1	O=C(NCC1CCCCC1)c1cccc(-c2ccc(O)cc2)c1
2.4	O=C(CN(c1ccc(F)cc1)S(=O)(=O)c1ccc2c(c1)OCCO2)NCc1ccncc1
-2.4	COc1ccc(N(CC(=O)Nc2ccc3c(c2)OCO3)S(=O)(=O)c2ccccc2)c(OC)c1
-1.4	CCNS(=O)(=O)c1cc(Br)ccc1OC
-1.7	COc1ccccc1NC(=O)Nc1ncccc1C
11.6*	CCOc1cc2c(cc1OCC)C(C(=O)O)C(c1cc(OC)c(OC)c(OC)c1)N(C)C2=O (configuration not stated)
-2.0	COc1cc(/C=N/NC(=O)c2c(-c3ccccc3)noc2C)cc(OC)c1OC
-1.0	COc1ccc(CC(=O)OCC(=O)N2CCN(S(=O)(=O)c3ccc(C)cc3C)CC2)cc1OC
-1.8	Cn1c(=O)c2cc(NC(=S)NC3CC3)ccc2n1Cc1ccc(F)cc1
-1.6	O=C1NC[C@@H](CCCCN2CCN(CCc3ccccc3)C(=O)C2=O)N(CC2CCCCC2)C1=O
2.6	O=C(NC1CCCC1)C(c1ccncc1)N(C(=O)Cc1cccs1)c1ccccc1 (configuration not stated)

(continued)
TTR transcr act	mol
6.3	COc1ccc(/C=C2\SC(=O)N(CCC(=O)NCCCn3ccnc3)C2=O)cc1
0.3	CCC(=O)c1c(NC(C)C)cc(C)oc1=O
1.2	COc1cccc(CCC2C(=O)CCCC2=O)c1
0.6	Oc1ccc(-c2cnns2)c(O)c1
0.5	CC(=O)c1ccc(OCC(=O)NC2CCCN(Cc3ccccc3F)C2)cc1 (configuration not stated)
